From PubChem
PPARg SRC-1 ag – PPARgamma agonists recruiting SRC-1 coactivator, primary screen, biochemical; Peroxisome proliferator-activated receptor gamma (Homo sapiens), P37231; PPARgamma-SRC-1 coactivator recruitment biochemical assay; activation, % at 8 µM; 200,000 tested, 0.41% active; AID 631, 2007; in the data active = activation above about 19%;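 note: 0% = DMSO and 100% = reference agonist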
Diaph inh CS – diaphorase inhibitors and chemical oxidizers, primary screen, counter-screen for diaphorase-coupled primary assays, biochemical, uHTS, resorufin fluorescence | diaphorase resazurin-to-resorufin fluorescence, NADH, 16 min; bacterial (C. kluyveri) enzyme, not human | inhibition, % at 20 µM | 190,000 tested, 0.69% active;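 active = primary screen inhibition at 20 µM above a set limit, cut at about 50% in these data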;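 note: plate controls were DMSO with full reaction for no effect and wells lacking NADH for full effect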
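Detection: fluorescence of resorufin formed from resazurin, Ex 544/Em 590 nm; test system: Clostridium kluyveri diaphorase enzyme; amount: 0.14 U/mL diaphorase, enzyme working solution; times: 16-min room-temperature incubation before reading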
PPARg SRC3 recr – PPARgamma agonists recruiting SRC-3 coactivator, primary screen, biochemical | Peroxisome proliferator-activated receptor gamma (Homo sapiens), P37231 | biochemical PPARgamma/SRC-3 coactivator recruitment assay | 200,000 tested, 0.26% active | activation, % at 8 µM; in the data active = activation above about 23%;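 note: 0% = DMSO and 100% = reference agonist; some compounds past the cut are filed as inactive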
PMI act satM6P – human PMI activators, high substrate, primary screen, biochemical, fluorescence intensity, near-saturating mannose 6-phosphate; 190,000 tested, 0.34% active; activation factor at 20 µM; Mannose-6-phosphate isomerase (Homo sapiens), P34949; coupled PMI enzyme assay, resazurin fluorescence, 20 min; hits give high values; 1 = untreated enzyme, 0 = substrate-free blank;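 active = activation factor of 2 or more at 20 µM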
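test system = human PMI in coupled enzyme assay | medium = HEPES-buffered pH 7.4 with magnesium and detergent | also added = 1.0 mM mannose-6-phosphate substrate with 0.22 mM NADP+ | compound = 20 µM single dose | times = 20 min incubation at room temperature | measured by = resorufin fluorescence (Ex 544/Em 590 nm) from resazurin via diaphorase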
Diaph act CS – compounds boosting diaphorase resazurin reduction – biochemical, uHTS, resorufin fluorescence, counter-screen for diaphorase-coupled primary assays, primary screen | Diaphorase/resazurin coupled assay, 16 min; hits give high values; 1 = vehicle wells, 0 = NADH-free wells | activation factor at 20 µM | 190,000 tested, 0.005% active | AID 1229, 2008;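 active = diaphorase activity raised at least twofold by the compound at 20 µM; inactive = activation factor below 2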
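Test system: Clostridium kluyveri diaphorase, purified enzyme; input: enzyme 0.07 U/mL final; buffer or medium: 50 mM HEPES pH 7.4 with 4.542 mM MgCl2, 0.005% Tween 20; also added: 0.114 mM NADH and 0.1 mM resazurin, final amounts; schedule: 16 min enzyme reaction, ambient temperature; technique: fluorescence of resorufin, 544 nm excitation, 590 nm emission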
PPARg SRC2 recr – agonists of PPARg-SRC-2 recruitment, primary screen, biochemical, HTS | PPARgamma LBD-SRC-2 recruitment | activation, % at 8 µM | 200,000 tested, 0.34% active; in the data active = activation above about 22%;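 note: 0% = vehicle and 100% = reference agonist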
TR-FRET SRC-2 ct – TR-FRET signal artefacts, primary screen, artefact control for PPARgamma SRC-2 agonist project, biochemical; TR-FRET artefact counter-screen; hits give high values; TR-FRET ratio at 8 µM; 200,000 tested, 0.4% active; in the data active = TR-FRET ratio above about 2000; note: inactives centre near 1500
G6PDH counter – L. mesenteroides G6PDH inhibitors, counter-screen for G6PDH-coupled screening assays, biochemical, Leuconostoc mesenteroides enzyme | glucose-6-phosphate dehydrogenase [Leuconostoc mesenteroides] | Purified L. mesenteroides G6PDH, diaphorase/resazurin coupled fluorescence, 45 min | inhibition, % at 5 µM | 200,000 tested, 0.12% active | AID 1020, 2008; in the data active = inhibition above about 50%
ROMK primary – ROMK potassium channel modulators, primary screen, cell-based, thallium flux, MLSMR library | ATP-sensitive inward rectifier potassium channel 1 (Homo sapiens), P48048 | Tet-inducible ROMK, thallium flux fluorescence; actives lie on both sides | B-score at 10 µM | 130,000 tested, 2% active;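 active = signal ratio slope over the read window, or its plate-corrected B-score, at least 3 SD from the plate mean, either direction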;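 note: B-score of the F/F0 ratio slope over 7 to 12 s after thallium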
Target sequence (P48048 whole entry, looked up): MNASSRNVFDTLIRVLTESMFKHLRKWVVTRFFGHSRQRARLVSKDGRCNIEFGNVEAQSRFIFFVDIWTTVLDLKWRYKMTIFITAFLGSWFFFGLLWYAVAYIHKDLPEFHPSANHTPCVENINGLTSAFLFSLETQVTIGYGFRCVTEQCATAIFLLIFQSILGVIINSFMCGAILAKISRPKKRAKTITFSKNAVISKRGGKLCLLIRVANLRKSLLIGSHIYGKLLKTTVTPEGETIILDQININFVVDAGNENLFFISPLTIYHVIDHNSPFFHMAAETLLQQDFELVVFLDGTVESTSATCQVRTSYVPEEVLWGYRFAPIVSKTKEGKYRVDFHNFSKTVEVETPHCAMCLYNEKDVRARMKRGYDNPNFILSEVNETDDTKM
PMI act – activators of human PMI, primary screen, biochemical, fluorescence intensity, near-Km mannose 6-phosphate; purified human PMI, coupled resazurin fluorescence, 20 min; hits give high values; 1 = vehicle control, 0 substrate-free wells; AID 1214, 2008; Mannose-6-phosphate isomerase (Homo sapiens), P34949; 190,000 tested, 0.005% active; activation factor at 20 µM;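 active = activation factor of 2 or more at 20 µM, relative to plate controls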
S1P3 antagonist – S1P3 receptor antagonists, primary screen, cell-based. Sphingosine 1-phosphate receptor 3 (Homo sapiens), Q99500. CHO S1P3 NFAT-BLA reporter, FRET fluorescence, antagonist mode. inhibition, % at 4.98 µM. 170,000 tested, 0.27% active. AID 485, 2006;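 active = inhibition above the plate cutoff, the mean inhibition of test wells on that plate plus 3 SD, cut at about 28% in these data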;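 note: cells challenged with S1P at its EC80 of 0.8 µM; blue over green emission ratio from cleaved BLA substrate after 4 h stimulation; 0% = S1P-stimulated wells and 100% = unstimulated DMSO-only wells; some compounds past the cut are filed as inactive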
Target sequence (Q99500 whole entry, looked up): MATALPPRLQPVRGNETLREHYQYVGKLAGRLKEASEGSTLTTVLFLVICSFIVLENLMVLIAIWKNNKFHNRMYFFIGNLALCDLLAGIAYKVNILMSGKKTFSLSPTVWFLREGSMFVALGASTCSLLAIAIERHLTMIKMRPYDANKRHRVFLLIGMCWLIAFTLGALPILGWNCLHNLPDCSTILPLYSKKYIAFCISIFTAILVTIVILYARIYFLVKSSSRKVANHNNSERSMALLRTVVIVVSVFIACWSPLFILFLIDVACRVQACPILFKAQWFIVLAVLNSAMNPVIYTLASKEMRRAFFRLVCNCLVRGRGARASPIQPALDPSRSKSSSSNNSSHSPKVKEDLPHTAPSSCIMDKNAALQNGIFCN
The depositor's hits bear a star; x = not tested or not shown.

#	mol	Diaph act CS	S1P3 antagonist	ROMK primary	PPARg SRC3 recr	G6PDH counter	PPARg SRC2 recr	Diaph inh CS	PPARg SRC-1 ag	PMI act	TR-FRET SRC-2 ct	PMI act satM6P
1	O=C(NCc1cccs1)c1cccc(Nc2nc3ccc(Br)cc3[nH]2)c1	0.9	x	x	-5	-21	10	12	-10	0.8	1602	0.9
2	CC1CCCC(NC(=O)CSc2ncccc2C(=O)O)C1C (centres undefined)	0.8	13	x	-3	20	-4	18	4	1	1445	1
3	COc1ccc(N(CC(=O)Nc2cccc(C(=O)O)c2)S(=O)(=O)c2c(C)noc2C)cc1	0.9	-17	-0.82	-11	4	-1	14	1	1	1385	0.9
4	Cc1nnc(SCC(=O)Nc2ccc(S(=O)(=O)N3CCCC3)cc2)n1N	1.1	-25	1.3	0	1	5	-9	6	1	1640	1.1
5	O=C(Cn1c(=O)[nH]c2ccsc2c1=O)N1CCN(c2ccc(F)cc2)CC1	0.9	x	-0.15	-13	3	-1	15	11	0.9	1493	0.9
6	O=C(CNC(=O)c1ccccc1)NCC(=O)OCC(=O)c1ccc([N+](=O)[O-])cc1	0.9	-6	-0.033	-3	-9	8	15	10	0.9	1767	0.9
7	COC(=O)/C=C1/N/C(=N\c2nc(C)cc(C)n2)N(c2ccccc2)C1=O	0.9	6	0.12	-1	10	8	15	5	0.9	1518	0.9
8	CCCNC(=S)NC1CC2CCC(C1)N2Cc1ccccc1 (centres undefined)	1	x	x	6	3	8	4	-4	1	1551	1
9	COC(=O)CN(c1cccc(C(C)=O)c1)S(C)(=O)=O	1	-5	x	-2	4	-3	5	1	0.9	1506	1
10	Cc1sc2nc(CN3CCCC3)nc(N3CCC(C(N)=O)CC3)c2c1C	1	x	x	-4	3	-1	2	7	1	1632	1
11	O=C(Nc1cccc(-c2nc3cc(Cl)ccc3o2)c1)C1CCCO1 (centres undefined)	0.9	-7	-1.3	-2	-5	-1	8	1	0.9	1580	1
12	COc1cc(/C=C(\CC(=O)O)c2nc3ccccc3s2)cc(OC)c1O	0.7	-2	1.2	3	6	7	25	6	1	1486	0.8
13	O=C1/C(=C/c2cccnc2)Sc2ccccc21	0.9	x	-4.5*	9	-2	13	13	17	0.9	1745	0.8
14	CC(C)(C)Cc1nc(-c2ccccn2)no1	0.9	-1	0.14	10	1	9	6	4	0.9	1621	1
15	O=C(Nc1ccccc1C(=O)NCc1ccccc1)c1ccco1	0.8	-4	x	-3	-13	-5	16	-7	0.9	1458	0.9
16	CC1=CC2CC1C1C(=O)N(c3ccc(S(=O)(=O)Nc4nc(C)cc(C)n4)cc3)C(=O)C21 (centres undefined)	0.9	-9	x	-2	-15	8	6	2	1.1	1570	1
17	Cc1cc(C)nc(NS(=O)(=O)c2ccc(NC(=O)c3ccc(N4C(=O)CCC4=O)cc3)cc2)n1	0.9	0	1.5	3	12	1	10	-3	0.9	1648	1
18	O=C(N1CCCCC1)C1(c2ccccc2)CCOCC1	0.9	-1	x	0	8	2	8	4	0.9	1505	1
19	COc1cccc2cc(-c3ccnc(N)n3)oc12	0.9	-6	0.059	6	10	12	8	2	0.9	1583	0.8
20	CC1CCCC(C)N1CCNC(=O)Nc1ccc(Cl)cc1 (centres undefined)	0.9	x	-1.3	0	4	6	11	6	1	1436	1
21	O=C(Nc1nccs1)c1cncc(Br)c1	0.8	8	0.65	7	0	7	15	8	1	1409	0.9
22	CN(C)S(=O)(=O)c1ccc(C(=O)Nc2ccccn2)cc1	0.9	-10	x	1	0	11	10	1	1	1471	1.1
23	O=C(NCC1CCCO1)C(=O)NCC(c1ccco1)N1CCN(c2ccccc2F)CC1 (centres undefined)	1	2	0.053	0	10	-8	1	4	1.6	1655	1.9
24	COc1ccc(CCN=C(N)NS(=O)(=O)c2ccc(OC)cc2)cc1	0.9	-11	0.069	-1	-1	1	5	-4	0.9	1458	1
25	O=C(O)CSc1nnnn1C1CCCCC1	1.2	-11	x	2	8	7	-16	6	1.1	1532	1.1
26	COc1ccc(-c2csc3nc(C(C)C)oc(=O)c23)cc1OC	0.9	-3	-0.77	1	15	-1	12	-2	0.9	1609	0.9
27	O=C(O)C1CC(=O)N(c2ccc(F)c(F)c2)C1 (centres undefined)	0.8	-32	-0.25	3	-7	2	20	7	0.8	1699	0.8
28	c1ccc(COC2CCCN(Cc3nc(-c4cnccn4)no3)C2)cc1 (centres undefined)	0.8	0	0.43	0	8	9	21	7	0.9	1412	1
29	Cc1noc(C)c1CSc1nc2sc(C)c(C)c2c(=O)n1C1CCCC1	0.9	-13	x	-9	-1	-13	11	-4	0.9	1441	1
30	CC(=O)NC1=NN(C(C)=O)C(C)(c2ccc3ccccc3c2)S1 (centres undefined)	1	6	1.2	1	12	-7	-5	2	0.9	1547	1

Entries by screen from the entries so far.
Entries 17–20 in PPARg SRC2 recr, in turn: 1, 2, 12, 6
Entries 17–20 in PPARg SRC-1 ag, in turn: -3, 4, 2, 6

Remaining list, next part:
#	mol	Diaph act CS	S1P3 antagonist	ROMK primary	PPARg SRC3 recr	G6PDH counter	PPARg SRC2 recr	Diaph inh CS	PPARg SRC-1 ag	PMI act	TR-FRET SRC-2 ct	PMI act satM6P
31	CCCc1cc2c(=O)c(-c3cscn3)c(C(=O)OCC)oc2cc1O	0.9	4	0.17	4	3	2	12	4	0.9	1584	0.9
32	Cn1c(=O)oc2cc(S(=O)(=O)Nc3ccc4c(c3)OCO4)ccc21	0.7	13	x	1	8	-13	35	0	1	1437	0.8
33	CCOC(=O)c1ccc(NC(=O)C2CCN(S(=O)(=O)c3ccccc3)CC2)cc1	x	-20	x	4	x	7	x	3	x	1563	x
34	O=C1CC2CS(=O)(=O)CC2N1C1CCCCC1 (centres undefined)	0.9	-34	x	7	-3	1	11	2	1.1	1630	1
35	CCOc1ccc2nc(NC(=O)CN3CCN(c4ccccn4)CC3)sc2c1	0.9	x	-0.73	3	-36	6	12	3	1	1414	1
36	CNC(=O)/C(C#N)=C/c1ccc(-c2ccc(OC)cc2[N+](=O)[O-])o1	0.7	x	x	9	0	3	26	4	0.7	1658	0.7
37	COCCn1c(C)cc(C(=O)CSc2cc(C)c3ccc(OC)cc3n2)c1C	0.8	-11	-0.16	0	-26	3	19	5	0.9	1541	0.9
38	CCOC(=O)N1CCC(NC(=O)c2sc3nc4n(c(=O)c3c2C)CCCC4)CC1	0.9	x	0.35	7	9	8	7	4	1.1	1604	1.1
39	Nc1ccc2c(c1)C(=O)N(CC1CCCO1)C2=O (centres undefined)	1.1	-4	0.21	-6	-14	9	-9	-2	1	1514	1.1
40	CCOC(=O)c1c(NC(=O)CN2CCCCC2)sc2c1CCC(C=O)=C2Cl	0.8	x	-0.68	-1	0	4	16	-6	0.9	1460	1
41	CCCN=C(C)c1c(-c2ccccc2)[nH]n(-c2nc3ccccc3s2)c1=O	0.9	x	-0.52	-8	-1	5	12	-5	1	1503	1
42	CC1CCCN(c2ccc(C(=O)NCc3ccco3)cc2[N+](=O)[O-])C1 (centres undefined)	0.8	-2	-0.34	2	6	2	20	-4	1	1682	0.9
43	CCCCCCc1c(O)c2ccccc2[nH]c1=O	0.9	-79	-0.29	-8	-4	12	14	4	0.9	1468	0.9
44	CN(C)/C=N/NC(=O)c1ccc(Cl)cc1	0.9	-4	0.47	-3	4	3	6	1	1	1559	1
45	Cc1oc2nc(SCC(=O)NCCCO)nc(N)c2c1C	0.9	x	x	-5	4	5	8	10	1	1758	1
46	O=S(=O)(Cc1cc(NCc2ccccc2)nc(-c2ccccn2)n1)c1ccccc1	0.9	-3	x	1	-2	1	13	5	1	1585	1
47	Cc1ccc(-c2nnn(CC(=O)N3CCCCC3)n2)o1	1	7	0.61	-2	1	2	0	-2	1.1	1519	1
48	COc1cccc(-n2ccnc2SCC(=O)NCc2ccccc2)c1	0.9	-31	-0.17	-2	4	-1	7	9	1	1475	1
49	O=C(CCS(=O)(=O)Cc1ccccc1)NCC1CCCO1 (centres undefined)	0.8	-9	x	7	-3	7	22	10	0.9	1428	0.9
50	CCOC(=O)c1nn(-c2ccc(Br)cc2)cc1C(=O)c1cccc2ccccc12	0.7	x	0.072	-2	5	-3	25	8	0.9	1348	0.8

Reformatted in transposed form: part of the list above
31: CCCc1cc2c(=O)c(-c3cscn3)c(C(=O)OCC)oc2cc1O
32: Cn1c(=O)oc2cc(S(=O)(=O)Nc3ccc4c(c3)OCO4)ccc21
Screen / compound no. | 31 | 32
Diaph act CS | 0.9 | 0.7
S1P3 antagonist | 4 | 13
ROMK primary | 0.17 | x
PPARg SRC3 recr | 4 | 1
G6PDH counter | 3 | 8
PPARg SRC2 recr | 2 | -13
Diaph inh CS | 12 | 35
PPARg SRC-1 ag | 4 | 0
PMI act | 0.9 | 1
TR-FRET SRC-2 ct | 1584 | 1437
PMI act satM6P | 0.9 | 0.8

Compound profiles, as listed above.
CCOC(=O)c1ccc(NC(=O)C2CCN(S(=O)(=O)c3ccccc3)CC2)cc1 in the list: Diaph act CS: x; S1P3 antagonist: -20; ROMK primary: x; PPARg SRC3 recr: 4; G6PDH counter: x; PPARg SRC2 recr: 7; Diaph inh CS: x; PPARg SRC-1 ag: 3; PMI act: x; TR-FRET SRC-2 ct: 1563; PMI act satM6P: x
CCOC(=O)N1CCC(NC(=O)c2sc3nc4n(c(=O)c3c2C)CCCC4)CC1 in the list: Diaph act CS: 0.9; S1P3 antagonist: x; ROMK primary: 0.35; PPARg SRC3 recr: 7; G6PDH counter: 9; PPARg SRC2 recr: 8; Diaph inh CS: 7; PPARg SRC-1 ag: 4; PMI act: 1.1; TR-FRET SRC-2 ct: 1604; PMI act satM6P: 1.1
